Bioassay records deposited in PubChem BioAssay by several laboratories.
SARS 3CLpro inh: SARS-CoV 3CLpro protease inhibition; recombinant SARS-CoV 3CLpro, quenched FRET peptide cleavage; actives 0.14% (n = 290,000); inhibition, % at 6 µM; in the data active = inhibition above about 12%
MazEF act: MazEF (E. coli) toxin RNase activation | FAM/BHQ RNA-DNA oligo cleavage fluorescence, 5 h | activation, % at 20 µM | actives 0.32% (n = 350,000) | AID 504720; in the data active = activation above about 50%
PrPC surface inh: inhibitors of human cell surface prion protein PrPC; TR-FRET read-out; inhibition, % at 13.8 µM; actives 0.43% (n = 370,000); in the data active = inhibition above about 24%; note: 0% = median of the test wells and 100% = reference compound wells
DUSP3 inh: inhibitors of human VHR1 phosphatase (DUSP3) | P51452 | recombinant VHR phosphatase, pNPP absorbance | inhibition, % at 13.3 µM | actives 0.52% (n = 290,000) | AID 1654; in the data active = inhibition above about 50%; note: some compounds called inactive have numbers as strong as hits
TcdB GH inh: blocks C. difficile toxin B glycohydrolase activity; inhibition, % at 9.99 µM; TcdB glycohydrolase enzymatic assay, plate reader; P18177; actives 0.24% (n = 350,000); in the data active = inhibition above about 10%
BH1578 lux ind: quorum light induction in luxS cqsA deficient V. cholerae; actives 0.16% (n = 350,000); V. cholerae BH1578 lux reporter, luminescence, 6 h; activation, % at 18.7 µM; AID 588436; in the data active = activation mostly above about 9.7%, no sharp cut-off; note: not every result past the cut was called active; inactives centre near 0; reference of the scale not given here
Rv3671c inh: Rv3671c (M. tuberculosis) protease inhibition; P9WHR9; actives 0.048% (n = 320,000); inhibition, % at 5.96 µM; in the data active = inhibition above about 38%;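 note: extracellular domain of Rv3671c used as enzyme; 0% = enzyme with DMSO and 100% = no enzyme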
Y pestis TopoI: blocks Yersinia pestis topoisomerase I activity; actives 0.064% (n = 360,000); activity, % at 10 µM; Y. pestis Topo-I cleavage product accumulation, plate reader; in the data active = activity above about 50%, passing the limit was not always enough; note: inactives centre near 2
PriA SSB inh: blocks PriA binding to SSB C-terminal tail. inhibition, % at 33 µM. AID 1272365. AlphaScreen SSBct-PriA binding, biotinylated peptide. actives 0.6% (n = 430,000); in the data active = inhibition mostly above about 37%, no sharp cut-off; inactive = mostly below about 20%;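 note: plate controls were negative control peptide for no effect and reference peptide for full effect; strong numbers were not always called active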
CCHF vOTU inh: CCHFV vOTU protease inhibition; Pep-AMC fluorescence; inhibition, % at 11.5 µM; actives 0.55% (n = 370,000); AID 651958; in the data active = inhibition above about 30%; note: 0% = vehicle wells with enzyme and 100% = no enzyme wells
Active calls of the source: *. This is a subset. The share of hits here may be higher or lower than overall.

How did COC(=O)CNC(=O)c1c(-c2c(Cl)cccc2Cl)noc1C do in these assays?
SARS 3CLpro inh: 0.4; MazEF act: 2.6; PrPC surface inh: -0.3; DUSP3 inh: -3.8; TcdB GH inh: 2.1; BH1578 lux ind: inactive; Rv3671c inh: 1.3; Y pestis TopoI: -3.1; PriA SSB inh: -10.1; CCHF vOTU inh: -12.6

What do the screens show for `COc1oc(-c2ccccc2C)nc1C(F)(F)F`?
SARS 3CLpro inh: -0.9; MazEF act: 4.8; PrPC surface inh: -3.4; DUSP3 inh: 3.0; BH1578 lux ind: -3.7; Rv3671c inh: 1.4; Y pestis TopoI: 14.3; PriA SSB inh: -15.3; CCHF vOTU inh: -10.1

What do the screens show for `CCN1C(=O)C(CC(=O)Nc2cc(C)ccc2C)SC1=Nc1ccc(S(N)(=O)=O)cc1` (stereo unspecified)?
SARS 3CLpro inh: -0.9; MazEF act: 4.8; PrPC surface inh: 3.7; DUSP3 inh: 19.6; BH1578 lux ind: -0.6; Rv3671c inh: -10.3; Y pestis TopoI: -0.6; PriA SSB inh: -19.0; CCHF vOTU inh: 4.6

How did O=C(NCc1ccccc1)c1ccc(N2CCC3(CC2)CC(c2ccc(Cl)cc2)=NO3)c([N+](=O)[O-])c1 do in these assays?
SARS 3CLpro inh: 0.2; MazEF act: -17.7; PrPC surface inh: 1.7; DUSP3 inh: 9.5; TcdB GH inh: 1.0; BH1578 lux ind: -0.4; Rv3671c inh: -27.2; Y pestis TopoI: 7.4; PriA SSB inh: -7.0; CCHF vOTU inh: 9.9

Results for Cc1ccccc1N1CCN(C2CCCN(C(=O)c3csc(C(C)C)n3)C2)CC1 (stereo unspecified) ?
SARS 3CLpro inh: 3.2; MazEF act: -2.9; PrPC surface inh: 2.4; DUSP3 inh: 35.7; TcdB GH inh: -0.9; BH1578 lux ind: -0.8; Rv3671c inh: 4.2; Y pestis TopoI: 27.3; PriA SSB inh: -1.6; CCHF vOTU inh: -1.2

How did O=C(Oc1ccccc1)n1c(=S)oc2ccccc21 do in these assays?
SARS 3CLpro inh: -0.1; MazEF act: 4.7; PrPC surface inh: 0.6; DUSP3 inh: -0.9; TcdB GH inh: 0.4; BH1578 lux ind: inactive; Rv3671c inh: 0.7; Y pestis TopoI: -1.9; PriA SSB inh: 3.7; CCHF vOTU inh: -15.6

What do the screens show for `COc1ccc(NS(=O)(=O)c2cccc(C(=O)OCC(=O)NC3CC3)c2)cc1`?
SARS 3CLpro inh: -3.5; MazEF act: -1.6; PrPC surface inh: 1.5; DUSP3 inh: -9.2; TcdB GH inh: 0.8; BH1578 lux ind: inactive; Y pestis TopoI: 9.8; PriA SSB inh: -5.6; CCHF vOTU inh: 3.4

How did Cc1c(CCC(=O)NCCCn2ccnc2)c(=O)oc2c(C)c3oc4c(c3cc12)CCCC4 do in these assays?
SARS 3CLpro inh: -1.9; MazEF act: -4.5; DUSP3 inh: 4.3; BH1578 lux ind: -0.5; Rv3671c inh: -15.6; Y pestis TopoI: 23.1; PriA SSB inh: 29.9

What do the screens show for `CC(=O)OC[C@@H]1CN(Cc2ccccc2)C[C@H](n2cnc3c(NCC(C)C)ncnc32)O1`?
PrPC surface inh: 0.9; TcdB GH inh: 0.7; BH1578 lux ind: -0.3; Y pestis TopoI: 16.0; CCHF vOTU inh: 8.4

What do the screens show for `O=C(CSc1nc2ccccc2o1)NCc1ccco1`?
SARS 3CLpro inh: 0.7; MazEF act: 2.4; PrPC surface inh: -2.6; DUSP3 inh: 11.9; BH1578 lux ind: inactive; Rv3671c inh: -0.7; Y pestis TopoI: -5.9; PriA SSB inh: 6.0; CCHF vOTU inh: -4.2

How did CNC(=O)C1CCN(S(=O)(=O)c2c(C)noc2/C=C/N(C)C)CC1 do in these assays?
SARS 3CLpro inh: -2.4; MazEF act: 2.3; PrPC surface inh: -3.1; DUSP3 inh: 10.4; TcdB GH inh: 1.4; BH1578 lux ind: -0.5; Rv3671c inh: -9.1; Y pestis TopoI: -5.3; PriA SSB inh: -14.2; CCHF vOTU inh: 10.4

Results for Cc1cccc(C(=O)NCCN2CCN(c3ccccc3)CC2)c1 ?
SARS 3CLpro inh: 0.1; MazEF act: -0.3; PrPC surface inh: -6.4; DUSP3 inh: 0.2; BH1578 lux ind: -0.9; Rv3671c inh: -1.7; Y pestis TopoI: -0.1; PriA SSB inh: -1.3; CCHF vOTU inh: 12.7

What do the screens show for `COC(C(=O)Nc1c(F)cccc1F)c1ccccc1` (stereo unspecified)?
SARS 3CLpro inh: 1.1; MazEF act: 3.3; PrPC surface inh: 0.2; DUSP3 inh: 21.6; TcdB GH inh: -2.7; BH1578 lux ind: -0.1; Rv3671c inh: -1.4; Y pestis TopoI: -13.1; PriA SSB inh: -7.5; CCHF vOTU inh: 13.2

What do the screens show for `N#Cc1cnn(-c2ccccc2)c1NC(=O)CN1CCOCC1`?
SARS 3CLpro inh: -6.2; MazEF act: -3.0; PrPC surface inh: -3.8; DUSP3 inh: 1.1; TcdB GH inh: 1.8; BH1578 lux ind: -0.6; Rv3671c inh: -2.7; Y pestis TopoI: -5.7; PriA SSB inh: -10.4; CCHF vOTU inh: -6.9

Results for COc1ccccc1NC(=O)CSc1nnc(C)n1CC1CCCO1 (stereo unspecified) ?
SARS 3CLpro inh: -2.4; MazEF act: -10.8; PrPC surface inh: -12.8; DUSP3 inh: -7.5; TcdB GH inh: 0.0; Rv3671c inh: -0.5; Y pestis TopoI: 4.5; PriA SSB inh: -4.0; CCHF vOTU inh: 3.4

Results for CC1Cc2ccccc2N1CC(=O)N(C)c1c(N)n(Cc2ccccc2)c(=O)[nH]c1=O (stereo unspecified) ?
MazEF act: 5.6; PrPC surface inh: 1.1; TcdB GH inh: -0.7; BH1578 lux ind: 4.8; Rv3671c inh: 0.8; Y pestis TopoI: 7.3; PriA SSB inh: 18.3; CCHF vOTU inh: 17.5

Results for Cc1ccc(OCCOC(=O)c2nc3nccc(C)n3n2)cc1 ?
SARS 3CLpro inh: 3.4; MazEF act: 4.3; PrPC surface inh: -7.2; DUSP3 inh: 36.4; TcdB GH inh: 1.1; BH1578 lux ind: -0.5; Rv3671c inh: -1.6; Y pestis TopoI: 4.1; PriA SSB inh: -21.4; CCHF vOTU inh: 9.2

What do the screens show for `COc1cccc(CNC(=O)Nc2cccs2)c1`?
SARS 3CLpro inh: 3.2; MazEF act: 5.0; PrPC surface inh: -5.2; DUSP3 inh: 28.4; BH1578 lux ind: 0.1; Rv3671c inh: -6.4; Y pestis TopoI: -5.4; PriA SSB inh: -9.8; CCHF vOTU inh: 0.6

What do the screens show for `CN(Cc1nccs1)C(=O)C1CCC(=O)N(CCCc2ccccc2)C1` (stereo unspecified)?
SARS 3CLpro inh: -4.7; MazEF act: -10.3; PrPC surface inh: -2.3; DUSP3 inh: -5.6; TcdB GH inh: 2.5; BH1578 lux ind: inactive; Y pestis TopoI: 5.6; PriA SSB inh: -7.7; CCHF vOTU inh: 16.6

What do the screens show for `CC(C)Oc1ccc(C2CC(=O)N(c3cccc(/C=C/C(=O)O)c3)C2=O)cc1` (stereo unspecified)?
SARS 3CLpro inh: 0.2; MazEF act: -1.4; PrPC surface inh: -0.2; DUSP3 inh: 1.9; TcdB GH inh: -0.5; BH1578 lux ind: -7.7; Rv3671c inh: -1.3; Y pestis TopoI: 44.0; PriA SSB inh: 3.5; CCHF vOTU inh: -9.6

Results for CCCCC1CCC(C(=O)NCc2ccc3c(c2)OCO3)CC1 (stereo unspecified) ?
SARS 3CLpro inh: -7.8; MazEF act: 2.7; PrPC surface inh: -7.5; DUSP3 inh: -10.8; BH1578 lux ind: -0.2; Rv3671c inh: -3.6; Y pestis TopoI: 6.1; PriA SSB inh: -16.9; CCHF vOTU inh: -3.9

Results for Cc1ccc(F)c(S(=O)(=O)NC(=O)C2(C)CCN2C(=O)c2ccc(C(F)(F)F)nc2C)c1 (stereo unspecified) ?
PrPC surface inh: -0.3; TcdB GH inh: -0.9; BH1578 lux ind: -0.2; Y pestis TopoI: -7.4; CCHF vOTU inh: -2.1

Results for Cc1c(/C=N/NC(=O)C(NC(=O)c2ccc3c(c2)OCO3)C(C)C)c2ccccc2n1C (stereo unspecified) ?
SARS 3CLpro inh: 1.9; MazEF act: 0.0; PrPC surface inh: 6.2; DUSP3 inh: 5.1; BH1578 lux ind: inactive; Rv3671c inh: -2.1; Y pestis TopoI: -2.0; CCHF vOTU inh: 19.9

What do the screens show for `CC(C)(SC(=S)N1CCCCCC1)C(=O)O`?
SARS 3CLpro inh: 0.9; MazEF act: -21.9; PrPC surface inh: -2.1; DUSP3 inh: -16.7; TcdB GH inh: 0.3; BH1578 lux ind: -1.2; Rv3671c inh: -8.8; Y pestis TopoI: 0.9; PriA SSB inh: -13.6; CCHF vOTU inh: -11.8

What do the screens show for `O=C1OC(c2ccc(Cl)cc2)=N/C1=C\c1cccnc1`?
SARS 3CLpro inh: -12.5; MazEF act: -2.5; PrPC surface inh: -0.7; DUSP3 inh: 37.9; BH1578 lux ind: inactive; Rv3671c inh: 0.1; Y pestis TopoI: 3.5; PriA SSB inh: -3.5; CCHF vOTU inh: 5.9

What do the screens show for `c1cc2cc(CNc3nc(NCC4CC4)nc4ccsc34)ccc2o1`?
PrPC surface inh: -1.3; TcdB GH inh: -1.3; BH1578 lux ind: -0.9; Y pestis TopoI: -6.2; CCHF vOTU inh: 1.3

Results for CCOc1cc(NC(=S)NCCCN2CCOCC2)c(OCC)cc1NC(=O)c1ccc(C)cc1 ?
SARS 3CLpro inh: 0.7; MazEF act: 3.6; PrPC surface inh: -1.9; DUSP3 inh: 10.3; TcdB GH inh: 0.8; BH1578 lux ind: 0.5; Rv3671c inh: -1.1; Y pestis TopoI: 4.6; PriA SSB inh: 6.0; CCHF vOTU inh: -9.7

How did CC(Oc1ccccc1)C(=O)N=C1SC2CS(=O)(=O)CC2N1c1ccc(F)cc1 (stereo unspecified) do in these assays?
SARS 3CLpro inh: 3.1; MazEF act: 3.8; PrPC surface inh: 1.5; DUSP3 inh: -5.0; TcdB GH inh: 0.0; BH1578 lux ind: inactive; Rv3671c inh: 6.4; Y pestis TopoI: 3.1; PriA SSB inh: -5.1; CCHF vOTU inh: -4.4

What do the screens show for `CN(C)CCNC(=O)C(c1ccccc1)c1ccccc1`?
SARS 3CLpro inh: 3.1; MazEF act: 3.8; PrPC surface inh: -1.9; DUSP3 inh: 17.2; TcdB GH inh: 1.2; BH1578 lux ind: -0.2; Rv3671c inh: 4.8; Y pestis TopoI: -13.2; PriA SSB inh: -1.1; CCHF vOTU inh: 0.2

Results for CC1CCN(C(=O)CSc2nnc(Cc3ccccc3)o2)CC1 ?
SARS 3CLpro inh: 0.2; MazEF act: 3.8; PrPC surface inh: 7.2; DUSP3 inh: -10.4; TcdB GH inh: 1.7; BH1578 lux ind: -0.1; Rv3671c inh: 2.7; Y pestis TopoI: 9.3; PriA SSB inh: -3.9; CCHF vOTU inh: 2.1
